Bioassay records as filed in PubChem.
GC-B act = GC-B (human) receptor activation | activation, % at 10 µM | HEK293-GC-B cells, CNP EC30, cGMP TR-FRET; 0% at EC30 CNP, 100% saturating CNP | hit rate 0.11% among 370,000;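 active = activation at 10 µM reaching about 35% in either raw or pattern-adjusted values, limit read from the data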
Target sequence (P20594 whole entry, looked up): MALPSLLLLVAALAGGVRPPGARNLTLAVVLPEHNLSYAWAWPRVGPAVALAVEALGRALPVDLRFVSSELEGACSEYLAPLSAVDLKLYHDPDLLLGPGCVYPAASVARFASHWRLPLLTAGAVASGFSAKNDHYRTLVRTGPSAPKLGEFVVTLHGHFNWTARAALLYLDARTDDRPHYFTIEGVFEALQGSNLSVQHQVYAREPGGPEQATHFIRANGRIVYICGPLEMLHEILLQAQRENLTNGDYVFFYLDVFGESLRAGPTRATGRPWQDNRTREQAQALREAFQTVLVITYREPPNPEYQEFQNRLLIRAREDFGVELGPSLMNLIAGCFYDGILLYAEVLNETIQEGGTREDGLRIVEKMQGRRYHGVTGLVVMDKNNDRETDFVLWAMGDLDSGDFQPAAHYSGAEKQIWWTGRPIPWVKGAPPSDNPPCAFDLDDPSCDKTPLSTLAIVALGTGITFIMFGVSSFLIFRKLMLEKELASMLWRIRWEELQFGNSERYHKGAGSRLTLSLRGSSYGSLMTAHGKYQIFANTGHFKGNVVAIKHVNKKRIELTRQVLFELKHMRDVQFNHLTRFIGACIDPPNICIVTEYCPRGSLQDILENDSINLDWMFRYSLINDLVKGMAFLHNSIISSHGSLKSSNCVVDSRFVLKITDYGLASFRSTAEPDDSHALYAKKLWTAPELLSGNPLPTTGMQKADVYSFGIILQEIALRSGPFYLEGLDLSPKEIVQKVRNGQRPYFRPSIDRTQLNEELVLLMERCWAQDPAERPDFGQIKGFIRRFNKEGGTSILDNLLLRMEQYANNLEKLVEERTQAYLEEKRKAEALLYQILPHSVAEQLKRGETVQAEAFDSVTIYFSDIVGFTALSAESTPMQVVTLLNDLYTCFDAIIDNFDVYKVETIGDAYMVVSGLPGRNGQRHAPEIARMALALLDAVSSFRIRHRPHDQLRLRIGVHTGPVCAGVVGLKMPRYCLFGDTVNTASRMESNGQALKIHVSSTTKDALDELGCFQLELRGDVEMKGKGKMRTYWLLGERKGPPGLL
ssDAF-12 act = S. stercoralis DAF-12 activation, primary screen. HEK293 ssDAF-12/GRIP1 lit1-tk-luc reporter, luminescence; % of 3 µM dafachronic acid response. AID 652126. hit rate 1% among 370,000. activation, % at 6.8 µM;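 active = activation above the mean over all tested compounds plus 3 SD, cut at about 0.9% in these data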;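 also: 0% = DMSO-only wells and 100% = 3 µM delta7-dafachronic acid wells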
SMARCA2 activ = SMARCA2 function activation, primary screen | AID 652017 | hit rate 1% among 370,000 | MG213 cells, MMTV-luciferase reporter, dexamethasone, overnight | activation, % at 9.1 µM; in the data active = activation above about 7.8%;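 also: 0% = vehicle wells and 100% = reference activator wells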
GC-A act = GC-A (human) enzyme activation; P16066; HEK293 GC-A cells, cGMP TR-FRET, EC30 ANP; 0% at EC30 ANP, 100% saturating ANP; activation, % at 10 µM; hit rate 0.14% among 370,000; in the data active = activation above about 40%
FXN GAA850 act = activators of GAA850 frataxin (FXN) promoter; activation, % at 6 µM; hit rate 0.56% among 360,000; HEK293 lucGAA850 FXN promoter luciferase reporter, 24 h; percent of 10 µM SAHA response;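 active = activation above the average of all compounds screened plus 3 SD, cutoff fixed separately per campaign, cut at about 7.5% in these data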;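 also: 0% = DMSO wells and 100% = 10 µM SAHA wells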
DAX1 inh-1 = inhibits human nuclear receptor DAX1 | P51843 | HEK293 Gal4-DAX1 luciferase reporter, luminescence | inhibition, % at 6.75 µM | hit rate 0.99% among 340,000 | AID 504766;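 active = inhibition above the mean over all tested compounds plus 3 SD, cut at about 4.2% in these data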;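 also: 0% = DAX1-transfected cells with DMSO and 100% = empty-vector control cells with DMSO; inhibition shows as a rise in luminescence from relieved DAX1 repression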
hgDAF12 agonist = hgDAF-12 agonism, primary luciferase screen; HEK293 GAL4-hgDAF12 UAS-luciferase reporter, agonist luminescence; normalized to butyrate control; activation, % at 6.8 µM; hit rate 1.8% among 370,000; AID 687014;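 active = activation above a cutoff set at the mean of all screened compounds plus 3 SD, cut at about 10% in these data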;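 also: 0% = DMSO wells and 100% = sodium butyrate wells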
ADAM10 inh = inhibitors of human ADAM10 | inhibition, % at 7 µM | hit rate 0.62% among 370,000 | AID 720582 | recombinant ADAM10, EDANS/DABCYL FRET peptide cleavage, 3 h | O14672;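 active = inhibition above a per-campaign cutoff equal to the mean of compounds falling between control-based bounds plus 3 SD, cut at about 20% in these data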;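 also: 0% = DMSO wells while the 100% control is not disclosed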
hcDAF12 agonist = activators of H. contortus DAF-12 nuclear receptor. HEK293 hcDAF-12 lit1-tk-luc reporter, luminescence; 0% DMSO, 100% Δ7-dafachronic acid. activation, % at 6.8 µM. hit rate 1.4% among 370,000;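 active = activation above the mean of all tested compounds plus 3 SD, cut at about 5.5% in these data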;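 also: 100% = response to 3 µM Δ7-dafachronic acid high control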
DAX1 inh-2 = inhibitors of DAX1 repression of SF-1 activated StAR promoter; inhibition, % at 6.8 µM; AID 652010; hit rate 1.1% among 370,000; HEK293T StAR-luciferase reporter, SF-1/DAX-1 repression relief;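 active = inhibition above the mean over all tested compounds plus 3 SD, cut at about 3.6% in these data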;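 also: 0% = DAX-1 cells with DMSO and 100% = cells lacking DAX-1 with DMSO; higher inhibition means more luminescence from relief of DAX-1 repression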
HGIII-sPLA2 inh = Blocks human group III sPLA2 activity; Q9NZ20; QFRET BODIPY PC-A2 liposome hydrolysis, fluorescence; inhibition, % at 12.2 µM; hit rate 0.56% among 370,000;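 active = inhibition above mean plus 3 SD of compounds lying within the high and low control bounds, cut at about 19% in these data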;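 also: 0% = median of test compound wells and 100% = no enzyme DMSO wells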
Active calls of the source: *; . = not tested or not shown; & = joins results of further samples.

Fields: ADAM10 inh, GC-A act, HGIII-sPLA2 inh, GC-B act, FXN GAA850 act, SMARCA2 activ, hgDAF12 agonist, ssDAF-12 act, hcDAF12 agonist, DAX1 inh-1, DAX1 inh-2
- COc1ccc(C2(C(=O)NCc3ccccc3Cl)CCOCC2)cc1OC
 : 4, -12, -1, -9, 2.9, 0, -1.9, -1.2, 1.2, -0.2, -0.1
- CC1CCN(C(=O)COc2ccc(S(=O)(=O)N3CCOCC3)cc2)CC1
 : -1, 3, 1, -1, -1.4, 0, 0.8, -1.0, -0.3, 2.4, -0.3
- [N-]=[N+]=NCCN1CCN(Cc2ccccc2)CCC1=O
 : -2, 1, -5, 4, -0.6, 1, -0.4, -1.0, -0.9, 1.2, -0.5
- CSC1=C(C#N)C(c2ccccc2Cl)C(C(C)=O)=C(C)N1 (configuration not stated)
 : -9, -4, -3, -1, -0.2, 0, -0.5, -1.5, -1.6, -0.7, -0.2
- CC(=O)Nc1ncc(N=Nc2cccc(C(F)(F)F)c2)s1
 : -2, 14, 4, 3, 3.4, 1, 1.1, -0.2, -1.5, -1.2, -0.3
- Cc1c(C(=S)Nc2ccccc2)cnn1-c1ccccc1
 : 3, 1, 0, 13, 0.1, 3, 3.3, -0.3, -1.0, 0.6, 1.5
- COc1ccc(NC(=O)c2ccc(C)cc2)c(OC)c1
 : 7, 2, 5, 0, 5.2, 14*, 12*, -0.3, 4.4, 1.1, 1.1
- COc1ccc(CN2CCC(Cc3ccccc3)CC2)c(C)c1C
 : 0, -6, -4, 2, -0.9, 0, 5.0, -2.0, -2.4, 4.3*, -0.4
- CC(C)NC(=O)C1CCCN(S(=O)(=O)c2ccc(-n3cnnn3)cc2)C1 (configuration not stated)
 : -3, 4, -2, 8, -1.1, -2, -0.9, -0.7, 0.5, 0.4, -0.1
- CN1CCN(c2ccc(-c3cccc(NC(=O)COc4ccccc4)c3)nn2)CC1
 : -2, -1, -7, 3, 0.5, 8.4*, 13*, 0.9, 4.7, 1.0, 10*
- CC1(C)NC(C)(C)c2nonc2/C1=N\O
 : -6, -4, 1, 2, -0.7, 3, 3.4, -1.1, 0.2, 0.8, -0.4
- O=C(NCCc1ccc(C(F)(F)F)cc1)c1ccc(Cl)nc1
 : 1, 1, -1, 0, -0.6, -2, -2.2, -1.5, -1.6, -0.8, -0.5
- Nc1nonc1-n1nnc(C(=O)c2ccccc2)c1-c1ccccc1
 : 4, -4, -22, 0, 1.6, 1, 0.6, -0.7, -2.3, -0.4, -0.2
- CCOC(=O)c1c(C)[nH]c(C(=O)COC(=O)Cn2cc(C(F)(F)F)ccc2=O)c1C
 : -14, -2, 13, 3, -0.3, -3, 3.0, -1.4, -0.3, 1.1, -0.6
- O=C(N/N=C/C(Br)=C/c1ccccc1)C(O)c1ccccc1 (configuration not stated)
 : 5, -7, -9, 1, 5.9, 6, -0.5, -1.4, -0.8, 0.0, -0.5
- Cc1cc(/C=N/NC(=O)c2nn(C)cc2Cl)c(C)n1-c1cccc(Br)c1
 : 0, -3, 3, 1, 1.2, 2, 2.4, -1.1, -0.5, -0.9, 0.6
- CC(=O)Nc1ccc(C2NC(=S)N(c3ccccc3C(F)(F)F)C(C)=C2C(=O)N2CCOCC2)cc1 (configuration not stated)
 : 5, 3, 5, -5, -1.0, 2, -1.4, -1.9, 0.6, -0.6, 0.3
- CCOC(=O)c1nnn2c1nc(N(CC)CC)c1ccccc12
 : 2, 9, 3, 5, -0.4, -1, -2.2, -1.9, -1.0, -1.6, -0.1
- CC(=O)NC(=S)Nc1cccc([N+](=O)[O-])c1
 : 1, 2, 8, 2, 1.3, 1, 0.4, -1.9, 0.5, -2.4, -0.5
- CCOC(=O)c1cn2nc(Oc3ccc(C(=O)OC)cc3)ccc2n1
 : -120, -1, -2, 2, -0.2, -3, 0.2, -0.6, 0.0, -1.4, -0.2
- CC(Oc1ccccc1)C(=O)Nc1cccc(F)c1 (configuration not stated)
 : -8, 1, 3, 3, 3.2, -2, 0.9, -1.8, -0.4, -0.6, -0.2
- O=C(CC1Oc2ccccc2NC1=O)NC1CC1 (configuration not stated)
 : -17, 2, 12, 2, 0.7, -1, 1.4, -1.6, 0.7, 0.0, -0.3
- CCCCNC(=O)C[C@H]1C[C@@]2(C(=O)OC)C(=C[C@H](C(C)(C)C)O[C@@H]2C)N(Cc2ccc(Cl)cc2Cl)C1=O
 : 10, -15, -10, -14, ., -5, -1.2, -1.5, 1.6, ., -1.2
- O=C(c1ccccc1)N1N=C(c2ccccc2)CC1c1ccccc1O (configuration not stated)
 : 15, -17, -37, -14, 1.5, -2, -1.9, -1.5, -2.5, 0.4, -0.4
- CCC(C)N(C(C)CC)S(=O)(=O)c1ccc2[nH]c(=O)oc2c1 (configuration not stated)
 : -8, 1, -9, -1, ., -4, -2.3, -0.2, -1.5, ., 0.2
- CCN(CC(=O)Nc1ccc(NC(C)=O)cc1)C(=O)c1c(C)nn(Cc2ccc(C)cc2)c1Cl
 : -11, 1, 13, 3, 1.3, -2, -1.7, -1.4, 0.5, 1.8, -0.6
- CSc1nc2ccc(NC(=O)NC(=O)c3c(F)cccc3F)cc2s1
 : 1, 5, 2, -3, 3.1, 3, 1.6, -0.6, -1.3, 3.5, 0.5
- COc1ccc(NC(=S)N(CCCN2CCOCC2)C(C)c2cc3cccc(OC)c3o2)cc1 (configuration not stated)
 : 3, 1, 8, -2, 0.9, -6, 3.5, -1.3, -1.4, 2.3, 0.5
- Cc1ccc(NC(=O)CCC(=O)N/N=C/c2ccc(O)cc2O)cc1
 : -25, -2, -19, 0, -4.3, -2, -1.6, -1.2, -0.9, 0.8, -0.5
- COc1cc(OC)c(OC)cc1/C=N/n1c(C)nc2ccccc2c1=O
 : -11, -2, 3, 4, -1.2, -2, 4.5, -1.2, -2.7, -0.7, -0.8
- O=C(O)CN1C(=O)/C(=C/c2ccc(SCc3ccccc3)o2)SC1=S
 : 2, -5, -31, -5, 3.1, -2, 1.9, -1.5, -0.5, -1.9, 2.4
- CCc1nc(SCC(=O)Nc2ccc(N(C)C)cc2)c2ccccc2n1
 : 0, 0, 22*, 1, 2.9, -4, 0.1, -1.8, -2.7, 4.2, -0.1
- COc1ccc2c(CC(=O)N3CCc4cc(OC)c(OC)cc4C3)coc2c1
 : -4, -10, -3, -2, 4.3, -3, -3.2, -0.5, -2.4, 0.3, 0.1
- CC(C)CNc1ncnc2c1ncn2[C@H]1CN(Cc2ccncc2)C[C@@H](CO)O1
 : -7, 0, 2, 6, 0.3, -2, 0.3, -1.2, -0.6, ., -0.7
- CCC1CCc2c(sc(NC(=O)c3ccco3)c2C(N)=O)C1 (configuration not stated)
 : -26, -3, -4, -8, 3.5, 4, 9.9, -0.3, 2.7, 1.4, 0.3
- C[C@H](CO)N1C[C@H](C)[C@@H](CN(C)S(=O)(=O)c2ccc(F)cc2)OCc2cn(nn2)CCCC1=O
 : -16, 0, -3, -1, -1.8, -1, -1.5, -1.1, -1.3, 0.6, 0.9
- C#CCOCCOCCOCCNc1nc(N2CCN(C(=O)CCCCCCCCCCNC(=O)Cn3cc(C[C@@H](C)O)nn3)CC2)nc(N2CCN(C(=O)CCCCCCCCCCNC(=O)[C@H](CCCCN)n3cc(CCCC(=O)O)nn3)CC2)n1
 : 4, 3, -30, 3, 0.3, 1, -1.1, -1.4, 0.1, -1.0, 0.4
- CCOC(=O)c1c(NC(=O)CSc2nc3c(c(=O)n(C)c(=O)n3C)n2C(C)C)sc(C)c1C
 : 1, 5, 4, 3, 2.4, -2, -1.5, -1.3, -0.7, -0.3, 0.4
- COc1cc(/C=C/C(=O)OCC(=O)c2ccc[nH]2)cc(OC)c1OC
 : -85, 2, 0, 3, -1.0, -2, -1.6, -0.7, 0.6, -0.9, -1.0
- COc1cccc2sc(N(CCCN(C)C)C(=O)CCS(=O)(=O)c3ccccc3)nc12
 : -2&-10, -21&-15, 6&8, -9&-5, 1.5, 5&-4, -2.9&-4.5, -1.1&-1.5, -0.8&-1.4, -1.1, -1.0&-1.5
- Cc1c(NS(=O)(=O)c2ccc(N(C)C3CCCCC3)c([N+](=O)[O-])c2)c(=O)n(-c2ccccc2)n1C
 : 5, -2, -41, 0, 1.7, 2, 0.5, -1.7, 3.1, 0.5, -0.2
- Cc1ccc(N(CC(=O)NC2CCCCC2)C(=O)CCCC(=O)Nc2ccccn2)cc1
 : 6, 1, -3, 2, -2.3, -1, 1.0, -1.1, -0.8, -1.1, 0.1
- COC(=O)c1cc(NC(=O)CC2Oc3ccccc3NC2=O)cc(C(=O)OC)c1 (configuration not stated)
 : -26, -16, -6, -6, 0.1, -1, -2.1, -1.3, -2.5, 0.0, -0.7
- COc1cccc(CCC(=O)N(C)C2CCCN(Cc3ccccc3F)C2)c1 (configuration not stated)
 : 5, 2, -5, 3, 1.9, 0, 1.2, -1.1, -1.1, -0.7, -0.2
- Nc1nnc(SCc2c(F)cccc2Cl)s1
 : 9, -2, 6, -4, 1.2, -4, 0.3, -1.2, -1.0, 1.8, 0.0
- O=C1CC[C@H](O)CCN1CCSc1ccc(Br)cc1
 : 0, 2, 8, -3, -0.5, 0, 3.3, -1.2, -0.6, 1.0, 0.4
- COc1ccc(CCCC(=O)N/N=C/c2cccc(OC)c2O)cc1C
 : -20, 1, -18, 5, 1.5, -5, -7.5, -1.5, -4.3, -2.2, -3.4
- C=CCNC(=S)Nc1sc2c(c1C(=O)OCC)CCN(C(=O)OCC)C2
 : -47, 18, 4, 6, 4.4, 1, -1.7, -1.3, -2.0, 1.5, -0.8
- CC(C)NC(=O)c1ccccc1NS(=O)(=O)c1ccc(Br)s1
 : 3, -3, -23, 1, 1.4, -2, -0.2, -1.1, -1.1, 1.6, -2.8
- C=CCn1cc(C(=O)OC)c(=O)c2cc(S(=O)(=O)N3CCCCCC3)ccc21
 : -5, 3, -3, 1, -2.4, -2, 4.8, -1.7, 0.0, 0.5, 0.2
- CCCC(C)C(=O)Nc1ccc(C(N)=O)cc1 (configuration not stated)
 : -4, 2, -3, 7, 0.5, 1, 2.1, -1.0, 0.1, 2.0, 1.2
- O=C(CN1CCCCC1)NNC(=O)c1ccc([N+](=O)[O-])cc1
 : 2, 2, 6, 4, -0.4, -2, -0.7, -1.0, 0.1, 0.8, 0.1
- Cc1cccc(-n2c(C)cc(/C=N/O)c2C)c1
 : -3, 1, -5, -5, -2.7, -1, -0.6, -0.9, -0.5, 0.1, 0.9
- Cc1ccccc1SCC(=O)NC1CCOC1=O (configuration not stated)
 : -1, 5, -3, 2, 0.7, -5, 0.8, 0.2, -1.8, 0.0, -0.1
- COc1cc(CC2COC(=O)C2Cc2ccc(O)c(OC)c2)ccc1O (configuration not stated)
 : 0, 2, -4, -4, ., -2, -5.9, -1.8, -4.3, ., -1.2
- [N-]=[N+]=NC1c2ccccc2C(=O)N1Cc1ccccc1 (configuration not stated)
 : 0, 2, 4, -1, 1.3, -2, -3.2, -1.6, 0.7, 0.8, -0.1
- O=C(CN1CCN(Cc2ccccc2)CC1)Nc1cccc(S(=O)(=O)N2CCCCCC2)c1
 : 14, 7, 3, 0, -1.9, -4, -1.1, -1.7, -1.5, -0.2, -0.6
- Cc1cccc(C)c1NC(=O)CSc1nc(N2CCOCC2)nc(N2CCOCC2)n1
 : -2, -2, -3, -2, 0.8, -3, -2.6, -0.8, 0.4, 0.2, -0.9
